PKA-R2B act: activators of human PKA-R2B complex. P22694+P31323. PKA-R2B holoenzyme dissociation, Cy5-IP20 fluorescence polarization; R2B truncated from residue 108, S112A mutant; 0% DMSO only, 100% 113 µM cGMP. activation, % at 11.4 µM. hit rate 0.079% among 340,000. AID 504700;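 active = activation above a cutoff set at the mean over all compounds plus 3 SD, cut at about 18% in these data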;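 also: higher means more holoenzyme dissociation and a rise in polarization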
DAGLB inh: blocks human DAGLB lipase activity; inhibition, % at 5.17 µM; HEK293T DAGLB membrane lysate, EnzChek fluorogenic substrate; Q8NCG7; hit rate 0.059% among 340,000; in the data active = inhibition above about 34%;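 also: 0% = enzyme with vehicle and 100% = wells lacking enzyme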
LANA DNA inh: blocks KSHV LANA C-terminal domain binding to DNA. inhibition, % at 9 µM. hit rate 0.078% among 340,000. MBP-C-LANA/FAM-LBS DNA binding, fluorescence polarization;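 active = highest replicate inhibition at or above 60% at 9 µM, even if other replicates fall short; inactive = all replicates below 60% inhibition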;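 also: 0% = neutral control wells and 100% = 4 µM acridine orange control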
SR-BI DiI inh: blocks mouse SR-BI lipid uptake from DiI-HDL; ldlA[mSR-BI] CHO cells, DiI-HDL uptake fluorescence, 3 h; inhibition, % at 12.5 µM; hit rate 0.96% among 320,000; AID 488896;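 active = mean replicate inhibition of at least 70% and a set share of replicates each scoring 70 or more; inconclusive = meets just one of the two criteria; inactive = fails both criteria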;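 also: 0% = median of neutral control wells and 100% = median of positive control wells; values of inactives mirror those of a sister screen read the other way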
Target sequence (Q61009 whole entry, looked up): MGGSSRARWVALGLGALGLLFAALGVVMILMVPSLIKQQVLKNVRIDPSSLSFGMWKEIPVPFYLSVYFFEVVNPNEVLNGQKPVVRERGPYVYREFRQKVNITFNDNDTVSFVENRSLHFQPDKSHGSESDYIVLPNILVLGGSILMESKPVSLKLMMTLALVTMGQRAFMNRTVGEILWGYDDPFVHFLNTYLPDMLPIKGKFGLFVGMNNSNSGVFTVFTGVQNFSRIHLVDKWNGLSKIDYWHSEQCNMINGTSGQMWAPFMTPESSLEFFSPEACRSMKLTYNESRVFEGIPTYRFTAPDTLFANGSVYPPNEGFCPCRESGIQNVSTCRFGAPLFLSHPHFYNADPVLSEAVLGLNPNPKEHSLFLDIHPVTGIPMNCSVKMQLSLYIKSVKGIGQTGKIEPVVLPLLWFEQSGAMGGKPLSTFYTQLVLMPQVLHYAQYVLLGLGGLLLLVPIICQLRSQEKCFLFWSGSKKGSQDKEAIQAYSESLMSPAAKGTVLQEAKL
PvdQ acylase: P. aeruginosa PvdQ acylase inhibition; purified PvdQ acylase, fluorescence plate reader; inhibition, % at 10 µM; hit rate 0.063% among 340,000; AID 488965; in the data active = inhibition above about 30%, passing the limit was not always enough; inconclusive = no clear call, values can overlap the other calls;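 also: 0% = vehicle neutral wells and 100% = reference inhibitor wells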
SR-BI uptake up: SR-BI HDL lipid transfer activation; CHO ldlA[mSR-BI] cells, DiI-HDL uptake fluorescence, 3 h; 100 = double the neutral-control signal; activation, % at 12.5 µM; hit rate 0.096% among 320,000; AID 504775;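 active = mean replicate activation of at least 60% and every replicate at or above 60%; inconclusive = mean or all-replicate condition met, but not both; inactive = mean below 60% and not all replicates reaching 60%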;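 also: 0% = median plate neutral-control signal and 100% = twice that signal; values of inactives mirror those of a sister screen read the other way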
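System: LDL receptor-deficient CHO ldlA cells overexpressing murine SR-BI | Timing: 3 h uptake period with compound, 37 °C | Medium: HEPES-buffered (25 mM, pH 7.4) F12 plus 0.5% BSA | Dosing: Single-point compound dose | Signal: Bottom-read fluorescence, 550/595 nm | Read-out: Retained DiI signal reflecting DiI-HDL uptake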
NSD2 inh: inhibitors of human histone methyltransferase NSD2; NSD2 peptide methylation, AlphaScreen, 120 min; inhibition, % at 12.5 µM; hit rate 0.54% among 310,000; in the data active = inhibition above about 50%
Cardiac RTF inh: cardiac RTF calcium desensitization. P19429+P45379. IANBD-labeled cardiac RTF, Ca2+ fluorescence. inhibition, % at 7.15 µM. hit rate 0.12% among 340,000. AID 493244;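 active = inhibition above the mean inhibition of all tested compounds plus 3 SD, cut at about 17% in these data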;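 also: assay run at fixed EC70 calcium of 1.6 mM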
Keap1 Nrf2 FP: inhibitors of human Keap1-Nrf2 protein-protein interaction; Q14145; Keap1 Kelch-Nrf2 peptide fluorescence polarization, 1536-well; inhibition, % at 9.4 µM; hit rate 0.15% among 340,000; in the data active = inhibition above about 12%; inconclusive = no clear call, values can overlap the other calls; inactive = below about 7.3%;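 also: human Keap1 Kelch domain with fluorescein labeled Nrf2 9mer peptide probe; 0% = neutral control wells and 100% = peptide positive control; higher means more block of Keap1 binding to Nrf2 peptide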
Target sequence (Q14145 whole entry, looked up, the tested form may be a part): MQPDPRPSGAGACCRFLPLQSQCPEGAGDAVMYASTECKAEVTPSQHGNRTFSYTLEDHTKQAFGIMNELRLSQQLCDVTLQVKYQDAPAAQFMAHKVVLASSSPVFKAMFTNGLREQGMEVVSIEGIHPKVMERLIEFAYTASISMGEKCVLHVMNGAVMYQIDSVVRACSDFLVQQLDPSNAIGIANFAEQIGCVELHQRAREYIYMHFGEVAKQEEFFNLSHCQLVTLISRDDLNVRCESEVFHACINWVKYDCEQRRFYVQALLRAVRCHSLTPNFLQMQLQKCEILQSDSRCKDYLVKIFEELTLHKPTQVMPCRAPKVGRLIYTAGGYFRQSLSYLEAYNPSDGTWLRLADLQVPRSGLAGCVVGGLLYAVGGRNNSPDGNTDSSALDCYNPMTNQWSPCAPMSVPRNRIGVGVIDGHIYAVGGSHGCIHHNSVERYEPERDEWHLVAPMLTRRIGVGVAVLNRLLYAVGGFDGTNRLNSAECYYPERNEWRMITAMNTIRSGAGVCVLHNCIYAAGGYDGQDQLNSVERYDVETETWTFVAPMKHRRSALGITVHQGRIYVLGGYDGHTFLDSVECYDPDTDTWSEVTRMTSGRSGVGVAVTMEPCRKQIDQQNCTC
Arrestin-AP2 inh: inhibitors of human beta-arrestin and AP2 interaction; FITC-arrestin peptide / GST-AP2 beads, flow cytometry; AP2 beta2 appendage carries R879A mutation; inhibition, % at 10 µM; hit rate 0.31% among 340,000;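 active = inhibition above a set limit, near 3 SD of compounds lacking own fluorescence, cut at about 54% in these data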;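 also: plate controls were DMSO wells for no effect and 5 µM unlabelled arrestin peptide for full effect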
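System: GST-tagged AP2 beta2-adaptin appendage (R879A) on 4 µm glutathione beads / Reagent: FITC-arrestin peptide, 50 nM / Detection: HyperCyt-sampled flow cytometry, FL1 channel, ex 488/em 535 nm / Timing: 12 min plus 1 h, RT / Buffer or medium: PBS plus Tween 20 (0.05%) and BSA (0.1%)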
* hit, by the source's call; ? = inconclusive; . = no result given.

SMILES	PKA-R2B act	DAGLB inh	LANA DNA inh	SR-BI DiI inh	PvdQ acylase	SR-BI uptake up	NSD2 inh	Cardiac RTF inh	Keap1 Nrf2 FP	Arrestin-AP2 inh
CCOC(=O)c1cnc(-n2nc(C)cc2C)nc1N1CCOCC1	-9	1	-0.6	12	-10	-12	0	-4	3	8
CN(CC(=O)Nc1ccc(N2CCOCC2)cc1)C(=O)C1CCCC1	-7	2	0.8	-19	-15	19	14	-5	1	-6
C=CCSc1nc(=O)n2ccccc2n1	3	0	-1.2	-16	-11	16	-3	-3	2	1
Cc1cc[n+](CC(=O)N2CCCc3ccccc32)cc1	-2	1	-0.5	-9	-20	9	-1	-8	1	4
O=C(NCc1ccc2c(c1)OCO2)c1ccc(N2CCCCCC2)c([N+](=O)[O-])c1	0	4	0.3	21	-3	-21	4	0	-4	18
COc1cc(C(=O)NCC(=O)OCc2cc(=O)oc3c(C)c(C)ccc23)cc(OC)c1OC	-5	-1	1.6	.	-10	.	1	-10	0	-9
COc1ccc(S(=O)(=O)NC(N)=NCCc2ccccc2OC)cc1	2	-2	0.8	3	-5	-3	-1	-3	0	2
O=C(NC1CCCCC1)c1ccc(CS(=O)Cc2ccccc2Cl)o1 (centres undefined)	11	0	-1.1	5	-5	-5	0	-7	-2	3
O=[N+]([O-])c1cccc(S(=O)(=O)Nc2ccc(-c3ccc(N4CCOCC4)nn3)cc2)c1	-3	6	-1.7	-6	-3	6	1	-5	-6	6
Cc1nc(COc2ccc(C(=O)NCc3ccccc3CN3CCCCC3)cc2)cs1	9	-2	5.9	39	-1	-39	4	-1	-7	-13
Cc1ccc(C(=O)NC2CCCC2)s1	-3	0	1.3	7	-15	-7	-2	-4	5	-4
CCCCn1c2ccc(C)cc2c2nnc(SCCN3CCCCC3)nc21	5	1	-2.8	18	-15	-18	6	-2	0	11
CC(=O)Nc1ccc(OCCC[n+]2ccccc2)cc1	-3	0	0.3	-22	-1	22	-2	-4	-2	-13
CC1(C)CC(=O)C(C(c2ccc(Br)cc2)C2C(=O)CC(C)(C)CC2=O)C(=O)C1	-2	2	-0.8	-17	-11	17	2	-4	2	-9
CCOc1ccc(-c2nnc(SCC(=O)NC3CC3)o2)cc1	-11	0	0.9	5	-13	-5	-1	1	3	-4
O=C(NCc1ccccc1)C(c1ccc(F)cc1)N(C(=O)c1csnn1)C1CCCC1 (centres undefined)	3	0	-0.3	.	-6	.	-5	-11	-2	9
Cc1cc(C)n(CC(O)CN(c2ccccc2)S(=O)(=O)c2ccc3ccccc3c2)n1 (centres undefined)	-6	-1	0.9	-9	-18	9	-1	-1	-3	-10
CCN1CCc2nc(NC(=O)Cc3ccc4c(c3)OCCO4)sc2C1	-3	-1	-0.1	21	1	-21	37	-6	-6	13
C/C(Cc1ccccc1)=N\NC(=O)CNC(=O)c1ccc(Cl)cc1Cl	.	.	-0.7	2	1	-2	0	.	-3	15
CCCNC(=O)c1ccc2nc(-c3ccccc3)c(-c3ccccc3)nc2c1	-9	-5	1.0	38	-21	-38	-2	7	0	-1
CCOCCCNC(=O)C(Cc1ccccc1)NS(=O)(=O)c1ccc2c(c1)c(=O)n(C)c(=O)n2C (centres undefined)	-13	0	-0.8	-15	11	15	-2	-4	-3	17
CNc1snc(C)c1C(=O)OCC(=O)c1cc(F)ccc1OC	-7	-3	-0.9	22	3	-22	3	-5	-4	19
CC(=O)c1ccc(N2CCN(C(=S)Nc3cc(C)ccc3C)CC2)cc1	-10	-1	1.3	55	-8	-55	0	-4	3	0
CCCCn1c(N)c(N(CCC(C)C)C(=O)C2=COCCO2)c(=O)[nH]c1=O	-2	0	0.5	-15	-1	15	.	-5	2	39
COC(=O)[C@@]1(C)[C@H]2C(=O)N(C)C(=O)[C@H]2[C@H]2CN=C(SCC(=O)c3ccccc3)N21	7	-4	0.2	-10	1	10	.	0	-8	33
Cc1nnc(SCc2cc(=O)[nH]c(/N=C(\N)Nc3ccccc3Sc3ccccc3)n2)s1	-8	5	1.5	23	-9	-23	-1	-5	5	4
CCc1ccc(N2CC(C(=O)Nc3ccc(F)cc3)CC2=O)cc1 (centres undefined)	-1	-3	-0.2	0	-13	0	-3	-10	-3	0
Nc1nc(-c2ccccn2)nc(N)c1Cc1c(F)cccc1Cl	10	-1	0.0	20	-9	-20	3	-2	-1	-4
NC(=O)CC(NC(=O)Cc1ccc(Cl)cc1)c1ccc(N2CCC(Cc3ccccc3)CC2)c([N+](=O)[O-])c1 (centres undefined)	1	3	2.9	-4	7	4	.	-2	2	4
CC(C(=O)NC1CCCCC1)N1CCN(S(=O)(=O)c2cccs2)CC1 (centres undefined)	-11	-3	-0.8	-5	-20	5	-2	-3	-6	-9

Arranged by the number under SR-BI uptake up (rising): 3 from the list above.
Compound,SR-BI uptake up
CC(=O)c1ccc(N2CCN(C(=S)Nc3cc(C)ccc3C)CC2)cc1,-55
CCCNC(=O)c1ccc2nc(-c3ccccc3)c(-c3ccccc3)nc2c1,-38
Cc1cc(C)n(CC(O)CN(c2ccccc2)S(=O)(=O)c2ccc3ccccc3c2)n1 (centres undefined),9

Going on with the list.
SMILES	PKA-R2B act	DAGLB inh	LANA DNA inh	SR-BI DiI inh	PvdQ acylase	SR-BI uptake up	NSD2 inh	Cardiac RTF inh	Keap1 Nrf2 FP	Arrestin-AP2 inh
C=CCC[C@H](Cc1ccc(F)cc1)C(=O)OC[C@@H](Cc1c[nH]c2ccccc12)NC(=O)[C@@H](CC=C)CC(=O)N[C@H](CO)Cc1ccccc1	-1	-1	-2.3	25	-11	-25	.	-12	-4	-8
O=C(CCCOc1ccccc1)n1nnc2ccccc21	-10	1	-0.5	-8	6	8	-2	-2	-1	-2
CCOC(=O)c1c(C)oc2ccc(OCc3cc(C(=O)OC)oc3C)cc12	7	-13	-2.0	2	-12	-2	0	-3	0	4
Cc1ccc(CN2CCC(c3nc4ccc(Cl)cc4[nH]3)CC2)cc1	3	-2	-1.1	-10	-14	10	.	0	-3	2
N#Cc1ccccc1NS(=O)(=O)c1cc2c3c(c1)CCN3C(=O)CC2	6	4	0.3	7	-12	-7	-1	-3	4	-8
CN1CCN(c2nc(C#N)cc(-c3ccccc3)n2)CC1	7	-2	1.0	-3	-10	3	7	-6	-2	30
O=C(NNC(=S)NC(=O)c1ccccc1)c1cccnc1	-5	2	1.6	-14	2	14	1	3	2	5
C[C@@H](C(=O)NCC1CCCO1)N1C(=O)N2CCc3c([nH]c4ccccc34)[C@@]2(C)C1=O (some centres undefined)	-10	-1	0.4	53	-12	-53	.	0	-6	-5
COc1ccc(NC(=O)CCCN2C(=O)C3C4C=CC(C4)C3C2=O)c(OC)c1 (centres undefined)	-1	2	-1.1	-12	-11	12	-2	-8	-3	-3
COCCNC(=S)N1CCC(NC(=O)Nc2ccc(C)cc2)CC1	0	1	-1.1	-6	-13	6	-1	0	-8	-26
COC(=O)CCSC(=S)N1CCOCC1	2	1	10	0	-7	0	0	-1	2	23
O=C(O)C[C@H]1c2cc(C(F)(F)F)ccc2S(=O)(=O)N1C1CCN(Cc2ccccc2)CC1	-2	-2	0.0	-24	-1	24	.	10	1	29
CCOC(=O)C1=C(C)Nc2ccccc2N=C1NC(=O)c1cccc(S(=O)(=O)NCc2ccccc2)c1	-7	1	0.2	-8	-4	8	4	-1	0	28
CCOC(=O)c1c(-c2ccccc2)csc1NC(=O)CSc1ccccc1	5	-14	0.9	-22	-4	22	-3	-11	1	7
Cc1noc(C(=O)Nc2ccc(C#N)cc2)c1Cl	1	1	0.2	12	-14	-12	0	-2	-4	3
O=[N+]([O-])c1ccc2[nH]c(=S)sc2c1	0	7	1.7	-8	4	8	0	8	-1	2
COc1ccc(OC)c(C(=O)c2ccc([N+](=O)[O-])cc2)c1	1	0	0.4	32	-5	-32	13	-6	-3	1
CC(=O)OCC1CC(COC(C)=O)C(COC(C)=O)CC1COC(C)=O (centres undefined)	-2	3	0.2	-12	-24	12	-2	-1	-1	2
O=C(Nc1ccc(S(=O)(=O)NCC2CCCO2)cc1)c1ccc(F)cc1 (centres undefined)	-7	0	.	.	-7	.	-2	-15	.	22
O=C(NC1CCCC1)C(c1ccncc1)N(C(=O)c1csnn1)c1cccc(Cl)c1 (centres undefined)	-1	-2	-1.0	-26	-17	26	2	-1	-2	0
COc1ccc(/C=C/C(=O)c2ccc(OC)cc2O)cc1	-12	-10	1.0	5	2	-5	.	-2	-5	-6
CN1CC(=O)N(CC(=O)NCc2ccc(F)cc2)c2ccccc2C1=O	-4	-2	-0.5	-1	-7	1	-2	-4	-6	-1
COc1ccc(S(=O)(=O)Nc2ccccc2C)cc1	13	-7	-4.2	-11	15	11	-1	0	.	17
CCOC(=O)N1CCN(C(=O)c2ccc(CS(=O)Cc3ccc(C)cc3)o2)CC1 (centres undefined)	-2	-1	0.4	-4	2	4	-4	-2	-2	1
c1nnn(C23CC4CC(CC(C4)C2)C3)n1	-3	0	-0.5	-23	-16	23	-8	1	1	4
CC(C)CNC(=O)C1Nc2ccc(C(F)(F)F)cc2C2C=CCC12 (centres undefined)	1	1	-3.7	-4	-17	4	.	0	-2	0
CCOc1ccc(S(=O)(=O)N2CC(=O)Nc3ccccc32)cc1C#N	0	-1	-0.7	-14	-15	14	14	-8	-1	-5
CCO[C@@H]1OC(C(=O)N2CCN(Cc3ccc4c(c3)OCO4)CC2)=C[C@H](c2ccc(C(F)(F)F)cc2)[C@H]1CCCO	8	-1	1.5	-6	-11	6	.	-14	6	4
Cc1cccc(OCc2nnc(SCC(=O)N3c4ccccc4CCc4ccccc43)o2)c1	-6	-4	-0.9	64	-15	-64	-2	-8	-2	-1
CCOC(=O)c1sc(NC(=O)CNCc2ccccn2)c(C(=O)OCC)c1C	0	-8	0.7	.	0	.	0	-1	0	18
COc1ccc(OCC(=O)N2CCN(C(=O)c3ccco3)CC2)cc1	-3	1	0.7	9	-9	-9	15	-12	-3	-7
O=C(NNS(=O)(=O)c1ccccc1)c1ccc(S(=O)(=O)N2CCCCC2)cc1	-8	-3	-0.3	-10	6	10	-2	8	0	8
O=c1[nH]c(=S)[nH]c2c1C(c1ccc(Br)cc1)c1c([nH]c(=S)[nH]c1=O)O2	4	-2	112*	-360	-9	?	.	69*	45*	-6
Oc1[nH]c2ccccc2c1N=Nc1nc(Nc2ccccc2)nc(N2CCOCC2)n1	2	1	-1.2	.	-3	.	6	-12	-10	-14
O=C(Cc1ccccc1)n1nc(-c2ccccc2)nc1NCc1ccco1	-4	-4	-0.8	-17	2	17	.	-5	-3	28
CNC(=O)NC(=O)CSc1nnc(-c2ccco2)n1Cc1ccccc1	3	2	0.3	-38	-3	38	-3	-6	-1	8
